CHT block: inhibitors of human choline transporter CHT; High affinity choline transporter 1 (Homo sapiens), Q9GZV3; CHT-expressing cells, membrane potential dye, choline response; active compounds read low; B-score at 10 µM; actives 0.86% (n = 310,000); AID 488975, 2010;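 active = B-score over 3 SD under the library average, and starting fluorescence ratio not unusually high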;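 note: choline stimulus applied at its EC90 after an EC20 pre-addition; B-score computed on integrated fluorescence ratio after choline addition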
KCNQ2 inh: KCNQ2 potassium channel inhibitors, primary screen, cell-based, CHO-K1, FluxOR thallium flux, B-score (AID 2156). actives 1.1% (n = 310,000). B-score at 10 µM. Potassium voltage-gated channel subfamily KQT member 2 (Rattus norvegicus), O88943. 20 min; active compounds read low;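 active = fluorescence ratio B-score at most minus 3 library SDs, with starting brightness B-score within 2 library SDs, cut at about -5.5 in these data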
Target sequence (O88943 whole entry, looked up): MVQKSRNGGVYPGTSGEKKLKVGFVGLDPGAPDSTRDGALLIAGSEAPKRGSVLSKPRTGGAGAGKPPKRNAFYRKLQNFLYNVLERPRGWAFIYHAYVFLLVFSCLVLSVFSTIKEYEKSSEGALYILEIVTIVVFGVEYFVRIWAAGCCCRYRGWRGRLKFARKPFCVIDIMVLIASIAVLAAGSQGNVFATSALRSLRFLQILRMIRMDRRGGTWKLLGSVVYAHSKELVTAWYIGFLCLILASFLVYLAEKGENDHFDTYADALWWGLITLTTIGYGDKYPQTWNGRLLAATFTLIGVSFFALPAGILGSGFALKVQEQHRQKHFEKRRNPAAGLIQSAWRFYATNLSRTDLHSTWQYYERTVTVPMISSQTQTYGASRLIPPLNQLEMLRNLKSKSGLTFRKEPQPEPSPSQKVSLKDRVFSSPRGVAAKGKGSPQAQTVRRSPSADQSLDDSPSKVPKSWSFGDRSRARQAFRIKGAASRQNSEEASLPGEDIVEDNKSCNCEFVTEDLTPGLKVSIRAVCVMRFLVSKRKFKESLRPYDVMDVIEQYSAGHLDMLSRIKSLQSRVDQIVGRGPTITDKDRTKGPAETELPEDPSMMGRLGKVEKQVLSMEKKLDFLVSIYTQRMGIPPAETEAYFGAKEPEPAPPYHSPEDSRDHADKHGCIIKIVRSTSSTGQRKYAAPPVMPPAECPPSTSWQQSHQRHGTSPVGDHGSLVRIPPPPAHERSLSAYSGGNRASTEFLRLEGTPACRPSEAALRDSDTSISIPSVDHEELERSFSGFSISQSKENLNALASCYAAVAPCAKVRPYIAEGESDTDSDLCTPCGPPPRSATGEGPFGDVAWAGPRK
Numbers without * were called inactive; i = inactive; nt = not tested or not shown.

CHT block | KCNQ2 inh | Structure
i | i | Cc1ccc(Oc2ccc3c(c2)C(=O)N(c2cccc4cccnc24)C3=O)cc1
i | i | CCOC(=O)CCCc1c[nH]c2ccccc12
i | i | O=[S@]1Oc2ccccc2-c2ccccc21
i | i | Cc1cccc(N2CC(C(=O)Nc3nnc(SCC(=O)NCC4CCCO4)s3)CC2=O)c1 (configuration not stated)
i | i | Cc1cccc(-n2ncc3c(N(CCO)CCO)ncnc32)c1
i | i | COc1ccc2c(c1)CCc1c(C(=O)Nc3cc(C)n(Cc4ccc(Cl)cc4)n3)noc1-2
i | i | O=C(NCCS(=O)(=O)NCc1ccccc1)c1ccc2c(c1)OCO2
i | i | Nc1ccc(S(=O)(=O)NC2(C(F)(F)F)NC(=O)N(c3ccc(F)cc3)C2=O)cc1 (configuration not stated)
i | i | Cc1ccn2c(NC3CCCC3)c(-c3ccccn3)nc2c1
i | i | COc1ccc(-n2c(SCc3nnc(-c4ccccc4)o3)nnc2-c2ccccc2)cc1
i | i | CCN(CC)S(=O)(=O)c1ccc(OC)c(NC(=O)c2cccc([N+](=O)[O-])c2C)c1
i | i | CC(C)NC(=O)Cn1nc(C(F)(F)F)c2c1CCC2
i | i | CCOC(=O)c1sc2ncnc(N3CCN(CC)CC3)c2c1C
i | i | O=C(COC(=O)c1cnccn1)c1ccc(Cl)cc1
i | i | CCCn1nc2cc(C(=O)N(CC)c3ccc(OC)cc3)ccc2c1OCC
i | i | CCOC(=O)CN/C=C(\C#N)c1ccc(F)cc1
i | i | O=C(COC(=O)C1CC2C=CC1C2)Nc1cccc(S(=O)(=O)N2CCOCC2)c1 (configuration not stated)
i | i | CC(C)/C=N/Nc1nc2c(c(=O)n(C)c(=O)n2C)n1C
i | i | C=CCN(c1ccccc1)S(=O)(=O)c1cccc(C(=O)NNC(=O)c2ccncc2)c1
i | i | O=C(NCc1cccs1)Nc1cc(Cl)ccc1Cl
i | i | COc1ccc(C2(C(F)(F)F)NC(=O)N(C)C(=O)N2C)cc1 (configuration not stated)
i | i | O=C(c1ccco1)n1nc(-c2ccco2)nc1SCc1ccccc1
i | i | COc1ccc(N(CC(=O)N2CCN(c3ccccc3F)CC2)S(=O)(=O)c2c(C)n[nH]c2C)cc1
i | i | O=C(Cc1ccccn1)c1ccccc1
i | i | NC(=O)c1cc(-c2ccccc2)nc2ccc(Br)cc12
i | i | O=C(NCc1cccnc1)Nc1cccc(C(F)(F)F)c1
i | i | CCOC(=O)N1CCC(NC(=O)c2cc(S(=O)(=O)N3CCC4(CC3)OCCO4)ccc2F)CC1
i | i | O=C(Nc1cccc2ccccc12)c1ccc(F)cc1
i | i | CCOc1ccc(CNS(=O)(=O)c2c(C)nc3scc(C)n3c2=O)cc1OC
i | i | Cn1c(SCc2ccccc2)nc(N)c(N=O)c1=O
i | i | O=C(CCN1C(=O)C2C3C=CC(C3)C2C1=O)NCCc1ccccc1 (configuration not stated)
i | i | Cc1cccc(C(=O)N/N=C/c2ccoc2)c1
i | i | Cc1onc(-c2ccccc2)c1CNC(=O)Nc1ccccc1
i | i | COc1ccccc1OCCC(=O)OCCN1C(=O)c2ccccc2C1=O
i | i | Cc1ccc2cc(C(c3nnnn3CC3CCCO3)N3CCc4ccccc4C3)c(=O)[nH]c2c1 (configuration not stated)
i | i | CC1CCc2nc(/C(C#N)=C/c3ccncc3)sc2C1 (configuration not stated)
i | i | CCOc1cccc(C(=O)NC(=S)Nc2ccccc2)c1
i | i | CCCCOC(=O)C1=C(C)Nc2ncnn2C1c1ccc(OC)c(OC)c1 (configuration not stated)
i | i | O=C(O)c1ccc(Nc2nc(-c3ccccc3)cs2)cc1
i | i | Cc1ccc(S(=O)(=O)NNC(=O)Nc2ccc(Cl)c(Cl)c2)cc1
i | i | O=C1COc2ccc(C(=O)COC(=O)/C=C/c3ccc(Br)o3)cc2N1
i | i | COc1ccc(-c2cc(C(F)(F)F)n3ncc(C(=O)N(C)Cc4ccccc4)c3n2)cc1
i | i | COc1ccccc1NC(=O)Cn1cncc1-c1ccc([N+](=O)[O-])cc1
i | i | CCc1cccc(NC(=O)C2CCCN(S(=O)(=O)c3cnc[nH]3)C2)c1 (configuration not stated)
i | i | CCN1C(=O)/C(=C/C=C2/SCCN2C)SC1=S

A run of entries from further up, as a working copy:
CHT block | KCNQ2 inh | Structure
i | i | O=C(CCN1C(=O)C2C3C=CC(C3)C2C1=O)NCCc1ccccc1 (configuration not stated)
i | i | Cc1cccc(C(=O)N/N=C/c2ccoc2)c1
i | i | Cc1onc(-c2ccccc2)c1CNC(=O)Nc1ccccc1
i | i | COc1ccccc1OCCC(=O)OCCN1C(=O)c2ccccc2C1=O
i | i | Cc1ccc2cc(C(c3nnnn3CC3CCCO3)N3CCc4ccccc4C3)c(=O)[nH]c2c1 (configuration not stated)
i | i | CC1CCc2nc(/C(C#N)=C/c3ccncc3)sc2C1 (configuration not stated)
i | i | CCOc1cccc(C(=O)NC(=S)Nc2ccccc2)c1
i | i | CCCCOC(=O)C1=C(C)Nc2ncnn2C1c1ccc(OC)c(OC)c1 (configuration not stated)
i | i | O=C(O)c1ccc(Nc2nc(-c3ccccc3)cs2)cc1
i | i | Cc1ccc(S(=O)(=O)NNC(=O)Nc2ccc(Cl)c(Cl)c2)cc1
i | i | O=C1COc2ccc(C(=O)COC(=O)/C=C/c3ccc(Br)o3)cc2N1
i | i | COc1ccc(-c2cc(C(F)(F)F)n3ncc(C(=O)N(C)Cc4ccccc4)c3n2)cc1
i | i | COc1ccccc1NC(=O)Cn1cncc1-c1ccc([N+](=O)[O-])cc1
i | i | CCc1cccc(NC(=O)C2CCCN(S(=O)(=O)c3cnc[nH]3)C2)c1 (configuration not stated)
i | i | CCN1C(=O)/C(=C/C=C2/SCCN2C)SC1=S

Later entries
CHT block | KCNQ2 inh | Structure
i | i | O=C(COC(=O)C1=COCCO1)NCc1ccc(Cl)cc1
i | i | CCCc1cc(C(=O)N2CCCC(Cc3cccc(Cl)c3)(C(=O)OCC)C2)n(C)n1 (configuration not stated)
i | i | CN(Cc1ccncc1)C1CC(=O)N(c2ccc(F)cc2)C1=O (configuration not stated)
i | i | O=C(CSc1ncccn1)NCc1ccc(Cl)cc1
i | i | c1ccc(Cc2nnc(-c3ccccc3)o2)cc1
i | i | Cc1ccccc1C(=O)NNC(=S)Nc1cccc(C(F)(F)F)c1
i | i | CCCC1=[N+](CC(C)=O)CCn2c(C)ccc21
i | i | CCCCN(CCCC)CCCNC(=O)CN1C(=O)COc2ccc(S(=O)(=O)N3CCC(C)CC3)cc21
i | i | CC(C)c1cccc(C(C)C)c1NC(=O)COC(=O)C1CCC1
i | i | CCOC(=O)c1nn(-c2ccccc2)c(C)c1C(C)=O
i | i | Cc1ccc(S(=O)(=O)c2c(N)n(CCC(C)C)c3nc4ccccc4nc23)cc1
i | i | Cc1cccc(N(C)C(=O)C2CCCN2S(=O)(=O)c2cccc3nsnc23)c1 (configuration not stated)
i | i | CCOC(=O)c1ccc(NC(=O)Cn2nnc(-c3ccc(C)cc3)n2)cc1
i | i | Cc1ccc(S(=O)(=O)N2CCN(C(=O)COC(=O)CCOc3ccccc3C)CC2)cc1
i | i | S=C1NC[C@H](c2ccccc2)N1CC1CCCCC1

Next part, starting with the last two of the part before.
CHT block | KCNQ2 inh | Structure
i | i | Cc1ccc(S(=O)(=O)N2CCN(C(=O)COC(=O)CCOc3ccccc3C)CC2)cc1
i | i | S=C1NC[C@H](c2ccccc2)N1CC1CCCCC1
i | i | Cn1c(=O)c2c(nc(SCCN3CCOCC3)n2Cc2cccc3ccccc23)n(C)c1=O
i | i | CN(C)c1cc(NC(=O)CN2CCOCC2)c2ccccc2n1
i | i | O=C(Cc1cccs1)N/N=C/C=C/c1ccccc1
i | i | NS(=O)(=O)c1ccc(NC(=O)CCc2ccccc2)cc1
i | i | COc1ccc(S(=O)(=O)Cc2ccc(C(=O)NCCc3ccc(S(N)(=O)=O)cc3)o2)cc1
i | i | CC1CC1C(=O)Nc1cc(S(=O)(=O)N2CCOCC2)ccc1N1CCCC1 (configuration not stated)
i | i | NC(=O)c1oc2ccccc2c1NC(=O)Cc1ccccc1
i | i | COc1ccccc1N1CCN(CCC(=O)Nc2ccc3c(c2)OCO3)CC1
i | i | CC(=O)NC(=O)COC(=O)/C=C/c1c(C)nn(Cc2c(Cl)cccc2Cl)c1Cl
i | i | O=C(CNC(=S)N(CCCN1CCOCC1)Cc1cccs1)NCc1ccccc1
i | i | CC1Oc2ccccc2N(CC(=O)NC2CC2)C1=O (configuration not stated)
i | i | O=C(O)CCN1CCc2ccccc2C1c1ccncc1 (configuration not stated)
i | i | CCOc1ccc(/C=N/Nc2ccccn2)cc1
i | i | COc1ccc(CCNC(=O)C2CC3Cn4c(nc5cc6ccccc6cc54)C3N2C)cc1 (configuration not stated)
i | i | COc1ccc(CCn2c(-c3ccco3)nc3ccccc3c2=O)cc1OC
i | i | O=C(CCCN1C(=O)/C(=C/c2cccs2)SC1=S)Nc1ccccn1
i | i | CN(C(=O)COc1ccccc1)C1CCS(=O)(=O)C1 (configuration not stated)
i | i | O=C(CSc1nccc(=O)[nH]1)Nc1ccc(Br)c(Cl)c1
i | i | CCN1C(=O)[C@H]2[C@@H](c3ccc(C)cc3)N3C(=O)N(c4cccc(F)c4)C(=O)[C@@]3(C)[C@H]2C1=O
i | i | NC(=O)COC(=O)c1ccc(Cl)c(S(=O)(=O)N(Cc2ccccc2)c2ccc(Cl)cc2)c1
i | i | Cc1cc(CNC(=S)Nc2cccc(Cl)c2Cl)nn1C
i | i | CN(C(=O)COc1ccc(Cl)cc1Cl)C1(C)CCS(=O)(=O)C1 (configuration not stated)
i | i | Cc1cc(C)c(C(N)=O)c(NC(=O)Nc2ccccc2)n1
i | i | CC(C)C(=O)Nc1cccc(NC(=O)c2cccc(F)c2)c1
i | i | COc1cccc(C(=O)N2CCN(Cc3ccco3)CC2)c1OC
i | i | COc1ccccc1NC(=S)NC(=O)/C=C/c1ccco1
i | i | CCc1cc[n+](CC(=O)Nc2ccc(Cl)cc2Cl)cc1
i | i | NNC(=O)COc1ccc(-c2nccc(-c3ccc(F)cc3)n2)cc1
i | i | COc1ccc(Br)cc1CNC(=O)C1CCN(S(=O)(=O)N2CCCC2)CC1
i | i | Cc1nnc(SCC(=O)c2ccc(Cl)cc2)s1
i | i | Cn1c(C(O)c2ccccc2)nc(Cl)c1Cl (configuration not stated)
i | i | Cc1ccccc1OCc1nnc(SC(C)C(=O)O)n1Cc1ccccc1 (configuration not stated)
i | i | O=C(COc1ccccc1[N+](=O)[O-])N(Cc1ccccc1)c1ccccn1
i | i | Cc1ccc(S(=O)(=O)N2CCOCC2)cc1C(=O)c1nccn1C
i | i | CCCCNC(=S)Nc1ccc(Cl)cc1
i | i | COc1ccc(-c2cc(C(F)F)n3ncc(C(=O)NCCCN4CCCC4=O)c3n2)cc1
i | nt | CCN[C@H]1C[C@H](C)S(=O)(=O)c2sc(S(N)(=O)=O)cc21
i | i | CCOC(=O)NCCc1ccc(OC)cc1
i | i | CC(=O)Nc1ccc(NC(=O)CCN2C(=O)c3ccccc3C2=O)cc1
i | i | OCCN1CCN(c2cc(-c3ccccc3)c3ccccc3n2)CC1
i | i | CN(C)C(CNC(=O)c1ccc2c(c1)S(=O)(=O)c1ccccc1C2=O)c1ccco1 (configuration not stated)
i | i | CCCn1c(=N)n(CC(=O)c2cccs2)c2ccccc21
i | i | CN(C)c1nc(Nc2ccccc2)nc(N(C)C)n1
i | i | O=C(NCC1CCCO1)c1ccc2c(c1)N(Cc1ccccc1)CCS2 (configuration not stated)
i | i | Cc1ccc(OCC(=O)NNC(=O)C2CCN(c3ncccn3)CC2)cc1
i | i | O=C(O)CCCC(=O)Nc1nncs1
i | i | COc1ccccc1Nc1nc2c(s1)CCC2
i | i | NC(=O)c1c(NC(=O)c2ccccc2)sc2c1CCN(Cc1ccccc1)C2
i | i | COC(=O)C(=C/C(C)=C/c1cccnc1)C(=O)OC
i | i | Cc1ccc(Cl)cc1NC(=O)c1ocnc1C
i | i | CC(=O)NN1C(=O)/C(=C2/Sc3ccccc3N2C)SC1=S
i | i | CCOc1ccc2nc(SCc3ccc(OC)cc3)sc2c1
i | i | CC(C)(C)SCCNC(=O)c1cccc([N+](=O)[O-])c1
i | i | CCCOc1ccc(OC(=O)Cc2ccc(OC)c(S(=O)(=O)N3CCOCC3)c2)cc1
i | i | CC(C)NC(=O)CC(=O)NN=C1CCCCC1
i | i | COc1ccc(CNc2nc(NCc3ccc(OC)cc3)n(C(=O)c3ccncc3)n2)cc1
i | nt | Cc1c(N)c(=O)n(-c2ccccc2)n1C
i | i | O=C(C1CCC1)N1CCc2cc(S(=O)(=O)NCC3COc4ccccc4O3)ccc21 (configuration not stated)
i | i | COc1ccc(OC)c(CNS(=O)(=O)c2cc(-c3cc(C)no3)ccc2OC)c1
i | i | COc1ccc2cc(C(=O)NCC3CCCO3)[nH]c2c1 (configuration not stated)

(more compounds)
CHT block | KCNQ2 inh | Structure
i | i | O=C(N1CCN(Cc2ccccc2)CC1)C(Cl)(Cl)Cl
i | i | CCCCn1c(CNC(=O)C23CC4CC(CC(C4)C2)C3)nnc1SC(C)CC (configuration not stated)
i | i | CC1(c2ccc(OC(F)F)cc2)NC(=O)N(/N=C/c2c(O)ccc3ccccc23)C1=O (configuration not stated)
i | i | CSc1ccccc1C(=O)NCCCOC(C)C
i | i | CC1CCCC(NC(=O)COC(=O)/C=C/c2ccc(S(=O)(=O)N3CCOCC3)cc2)C1C (configuration not stated)
i | -9* | Cc1ccc(N=C2CCCN2Cc2ccccc2)c(C#N)c1
i | i | CCC(=O)Nc1cccc(C2=NOC3(C2)C[C@@H](C(N)=O)N(C(=O)c2cc([N+](=O)[O-])cc([N+](=O)[O-])c2C)C3)c1 (some centres not stated)

Compound activity from PubChem BioAssay.
